TDP1 cell CPT: DT40-hTDP1 cell growth loss with CPT. chicken DT40 Tdp1-/-;hTDP1 cells + 20 nM CPT, ATP luminescence, 48 h. Potency, µM (highest dose often 46.2 µM), for inactives: at the top dose activity change, negative = growth inhibition, actives largely listed as inhibitors. 12% of 420,000 active; note: nearly all actives have a fitted effect of over 55% in size
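Chicken DT40 Tdp1-/- cells complemented with human TDP1, 400 cells/well, exposed to compounds plus 20 nM camptothecin for at least 48 h at 37 C; viability read as ATP content by CellTiter-Glo luminescence.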
GCN5L2 inh: GCN5L2 (KAT2A) acetyltransferase inhibition. Potency, µM (doses to about 58.9 µM), without a hit: at the top dose activity change, negative = inhibition, usual class: inhibitors. 0.21% of 390,000 active. AID 504327. GCN5L2 HAT assay, ThioGlo1 CoA-SH fluorescence. Q92830
Target sequence (Q92830 whole entry, looked up): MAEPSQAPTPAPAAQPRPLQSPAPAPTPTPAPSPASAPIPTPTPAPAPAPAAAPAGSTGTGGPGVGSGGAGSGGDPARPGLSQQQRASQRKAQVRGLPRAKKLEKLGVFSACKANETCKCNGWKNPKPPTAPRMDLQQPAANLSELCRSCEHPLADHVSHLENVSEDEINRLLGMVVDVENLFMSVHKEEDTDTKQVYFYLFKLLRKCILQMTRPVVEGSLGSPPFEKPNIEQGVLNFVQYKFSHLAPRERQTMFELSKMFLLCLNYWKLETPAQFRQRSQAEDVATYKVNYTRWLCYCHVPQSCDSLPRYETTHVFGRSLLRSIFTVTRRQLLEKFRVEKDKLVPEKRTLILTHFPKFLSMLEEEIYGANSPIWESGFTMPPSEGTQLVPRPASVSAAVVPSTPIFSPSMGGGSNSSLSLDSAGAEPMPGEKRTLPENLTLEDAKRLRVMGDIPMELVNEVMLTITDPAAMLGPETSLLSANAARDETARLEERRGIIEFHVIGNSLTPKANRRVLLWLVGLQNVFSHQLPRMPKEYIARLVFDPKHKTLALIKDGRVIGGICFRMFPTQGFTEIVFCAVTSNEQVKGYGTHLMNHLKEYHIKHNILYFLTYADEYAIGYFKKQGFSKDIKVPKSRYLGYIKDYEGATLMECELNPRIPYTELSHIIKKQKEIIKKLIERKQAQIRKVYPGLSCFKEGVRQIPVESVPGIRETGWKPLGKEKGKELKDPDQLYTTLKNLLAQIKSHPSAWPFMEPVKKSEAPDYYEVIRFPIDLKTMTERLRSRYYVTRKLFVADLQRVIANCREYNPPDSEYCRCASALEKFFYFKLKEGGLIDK
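GCN5L2 (20 nM) in 50mM HEPES pH 7.5, 0.1mM EDTA, 0.01% Tween-20 preincubated 15 min with compounds at room temperature. Reaction started with H3(1-25) 75uM, acetyl-CoA 70uM, ThioGlo1 50uM; CoA-thiol fluorescence (Ex340/Em540) read at 0 and 20 min.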
DT40 TDP1 no CPT: qHTS for Inhibitors of human tyrosyl-DNA phosphodiesterase 1 (TDP1): qHTS in cells in absence of CPT | AID 686978, 2013 | 15% of 420,000 active | DT40 Tdp1-/- hTDP1 cells, no CPT, ATP luminescence, 48 h | Potency, µM (top dose mostly 46.2 µM), without a hit: at the top dose activity change, negative = growth inhibition, usual class: inhibitors; note: nearly all actives have a fitted effect of over 55% in size
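Growth of hTDP1-complemented DT40 Tdp1-knockout cells is measured by ATP luminescence after at least 48 hr compound exposure at 37 °C, with DMSO substituting for the 20 nM CPT used in the parallel screen.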
* marks the source's active call; other numbers are inactive results; ? = inconclusive; / = not tested or not shown; & = joins results of further samples; ! = repeats disagree; [ ] = another dose, or the depositor's remark. Calls come from the whole dose curve; as a rule, active = well fitted curve in the direction sought with a large enough effect; inconclusive = small, poorly fitted or top-dose-only effect, or another doubt; inactive = no such curve, though single readings can be large; an effect the other way counts as inactive or inconclusive. % is set by controls: 0 for no effect and ±100 for the full control effect; potency is the fitted concentration of half-maximal effect.

SMILES | TDP1 cell CPT | GCN5L2 inh | DT40 TDP1 no CPT
C[C@H](CO)N1C[C@H](C)[C@@H](CN(C)S(=O)(=O)c2ccc(F)cc2)Oc2c(NC(=O)Nc3ccc(C(F)(F)F)cc3)cccc2C1=O | ? | -12% | ?
COc1ccccc1C(=O)Nc1ccc2c(c1)nc(CN1CCCCC1)n2C | ? | 1%&2% | 23µM*!
O=c1[nH]cnc2scc(-c3ccc(F)cc3)c12 | -29% | -1% | ?
CCOC(=O)C1=C(CC)OC(N)=C(C#N)C1c1ccc(F)cc1F (stereo unspecified) | -19% | -1% | ?
O=C(NCCCNC(=O)C(F)(F)C(F)F)C(F)(F)C(F)F | 6% | -3% | -9%
CCSc1nnc(CCNS(=O)(=O)c2ccc(C(C)=O)cc2)n1C | 4% | 0% | -1%
CC(=O)c1cc(OC(=O)c2ccncc2)ccc1OC(=O)c1ccncc1 | -12% | -12% | -29%
O=C1Nc2ccc([N+](=O)[O-])cc2C1=Nc1cccc(CO)c1 | 16µM* | -5% | ?
Cc1nc(CS(=O)(=O)c2ccccn2)sc1C(=O)NNC(=O)c1c(F)cccc1Cl | 3% | -4% | 10%
CCOC(=O)c1c(N)n(-c2ccc(Cl)c(Cl)c2)c2nc3ccccc3nc12 | ? | -11% | ?
Cc1cccc(C(=O)N/N=C/C(C)Cc2ccc3c(c2)OCO3)c1 (stereo unspecified) | 24% | 2% | -18%
CCN(CC)S(=O)(=O)c1nnc(NC(=O)c2ccc(C)cc2)s1 | -16% | -3% | ?
CC(=O)Nc1c(C)nn(-c2ccccc2)c1N1CCC(C(=O)NCc2ccccc2Cl)CC1 | ? | 1% | ?
O=C(CSc1c2c(nc3ccccc13)CCC2)N1CCCC1 | 2% | -6% | 6%
COCCN1Cc2cccc(C(=O)Nc3cc(C)cc(C)c3)c2C1=O | 5% | -3% | -25%
Cc1nn(-c2ccccc2)nc1CNC(=O)C1CCC1 | -6% | 2% | -8%
N#Cc1ccc(-c2cccnc2)nc1SCC(N)=O | -17% | -13% | -23%
CC1Oc2ccccc2N(Cc2cccc(F)c2)C1=O (stereo unspecified) | -15% | 1% | -20%
O=C(CCn1c(=S)oc2ccccc21)NC1CCCCCCC1 | -16% | -8% | 5%
COc1cccc(NC(=S)N2C3CCCC2CC(NC(=O)C2CC2)C3)c1 (stereo unspecified) | -5% | 3% | -8%
C=CCN(CC=C)C(=O)C1CCN(S(=O)(=O)c2ccc(-n3cnnn3)cc2)CC1 | 1% | -1% | -19%
COc1ccc(Cl)cc1NC(=O)CSC1=Nc2ccccc2C2=NC(CC(=O)NCc3cccs3)C(=O)N12 (stereo unspecified) | ? | -15% | 23µM*
Cc1ccc2nc(C)c(C(=O)N/N=C/c3cccs3)cc2c1 | -10% | -2% | ?
CC(C)CCNC(=O)C1(C)CCN1Cc1ccc(-c2ccccn2)cc1 (stereo unspecified) | ? | / | -72%
CSc1ncc(Cl)c(C(=O)Nc2c(C(=O)Nc3cccc(C)c3)oc3ccccc23)n1 | -1% | 2% | 16%
(next part)
SMILES | TDP1 cell CPT | GCN5L2 inh | DT40 TDP1 no CPT
O=C(CSc1nnc(CNC(=O)c2ccc(F)cc2)o1)c1ccccc1 | -27% | -1% | ?
Cc1nc2c(o1)C(=O)c1ccccc1C2=Nc1ccccc1 | 2.3µM* | / | 2.1µM*
CN1C[C@@H]2[C@@H]3C(=O)N(C)C(=O)[C@@H]3[C@](C)(C1=O)N2C(=O)c1ccc(Cl)c(Cl)c1 | -22% | / | -17%
COC(=O)c1ccc(/C=C/c2ccc3cccc(OC)c3n2)cc1 | ? | ? | ?
O=C(CCCNS(=O)(=O)c1cccc2nsnc12)NCc1ccc(Cl)cc1 | ? | -1% | ?
C/C(=N\Nc1nc(Cl)c(Cl)cc1Cl)c1ccc(S(=O)(=O)NCc2ccco2)cc1 | ? | 0% | 21µM*
Cc1ccc(NC(=O)c2cc3c(s2)CCCC3)cc1 | ? | -11% | -30%
CCN1C(=O)[C@H]2[C@@H](c3ccc(-c4ccc(OC)cc4)cc3)N[C@@](Cc3ccccc3)(C(=O)OC)[C@H]2C1=O | 18µM* | -11% | ?
O=C(CSc1nc2ccccc2[nH]1)c1c[nH]c2ccccc12 | ? | -10% | ?
COc1ccc(OCCC(=O)OCC(=O)NC(=O)NC2CCCCC2)cc1 | -21% | -2% | -11%
O=C(O)c1ccc(NC(C(=O)c2ccccc2)c2ccccc2)cc1 (stereo unspecified) | -2% | / | -9%
O=C(Cn1cc(COc2ccc(Br)cc2)nn1)c1ccc(O)cc1 | -21% | / | -14%
Cc1ccc(CCNC(=O)c2sc3ncccc3c2-n2c(C)ccc2C)cc1 | 12µM* | -5% | 6.5µM*
CC12CCC(=O)N1C(C(=O)Nc1cc(C(F)(F)F)ccc1N1CCOCC1)CS2 (stereo unspecified) | ? | -4% | -29%
N#Cc1ccccc1NC(=O)CSc1nccn1CCc1ccccc1 | -7% | -8% | -29%
CC(C)NC[C@H](O)c1ccc2ccccc2c1 | -19% | -26%[0.501 µM] | ?
O=C(NCc1ccncc1)C1Cc2c(-c3ccccc3Oc3ccccc3)ccnc2O1 (stereo unspecified) | 13µM* | / | 16µM*
CC(C)CCN1CCN(C2CSCCSC2)CC1CCO (stereo unspecified) | 1% | 12% | 9%
COc1ccccc1NC(=O)CNc1ccc(F)c(Cl)c1 | -13% | 1% | -24%
COCC1CCN(Cc2cn(-c3ccccc3F)nc2-c2cc(C)sc2C)CC1 | ? | -5% | ?
O=C(O)c1ccc(-c2sc(Nc3ccccc3)n[n+]2-c2ccc(F)cc2)cc1 | -1% | -3% | -8%
Nc1ccn(C(C=O)CC(C=O)CO)c(=O)n1 (stereo unspecified) | -17% | / | -6%
CCCCCc1ccc(OCCC[n+]2ccccc2)c(CCCCC)c1 | 0.65µM* | -3% | 1µM*
O=C(CNC(=O)c1ccc(S(=O)(=O)N2CCCC2)cc1)N/N=C/c1ccc(Cl)cc1 | ? | -8% | ?
COc1ccc(CCNC(=O)CSCc2ccc(Br)cc2)cc1OC | ? | -11% | -20%

Record cards, from the list above. Screens in order: TDP1 cell CPT	GCN5L2 inh	DT40 TDP1 no CPT
O=C(CSc1c2c(nc3ccccc13)CCC2)N1CCCC1 as listed: 2%	-6%	6%
CCN1C(=O)[C@H]2[C@@H](c3ccc(-c4ccc(OC)cc4)cc3)N[C@@](Cc3ccccc3)(C(=O)OC)[C@H]2C1=O as listed: 18µM*	-11%	?
CCSc1nnc(CCNS(=O)(=O)c2ccc(C(C)=O)cc2)n1C as listed: 4%	0%	-1%
Cc1ccc2nc(C)c(C(=O)N/N=C/c3cccs3)cc2c1 as listed: -10%	-2%	?
Cc1cccc(C(=O)N/N=C/C(C)Cc2ccc3c(c2)OCO3)c1 (stereo unspecified) as listed: 24%	2%	-18%

Of the compounds above, two contain a COOH group:
SMILES | TDP1 cell CPT | GCN5L2 inh | DT40 TDP1 no CPT
O=C(O)c1ccc(NC(C(=O)c2ccccc2)c2ccccc2)cc1 (stereo unspecified) | -2% | / | -9%
O=C(O)c1ccc(-c2sc(Nc3ccccc3)n[n+]2-c2ccc(F)cc2)cc1 | -1% | -3% | -8%

Next section
SMILES | TDP1 cell CPT | GCN5L2 inh | DT40 TDP1 no CPT
CCCN1C(=O)c2[nH]nc(-c3cc(Cl)c(C)cc3O)c2C1c1ccc(O)c(OC)c1 (stereo unspecified) | ? | -1% | ?
O=C(CN1C(=O)C(=O)N(C2CCCC2)C1=O)NCCc1ccc(F)cc1 | 3% | 3% | -12%
COc1ccc(C(O)c2ncc(-c3ccccc3C)[nH]2)cc1 (stereo unspecified) | -10% | / | -18%
CC(C)(C)C(=O)CCN1C(=O)C2(OCCO2)c2ccccc21 | -2% | 1% | -4%
COc1ccc(CC(=O)Nc2cccc3c2CCCC3)cc1 | -18% | 1% | -15%
Nc1cc(C(=O)OCC(=O)N2CCN(C(=O)COC(=O)c3ccc(Cl)c(N)c3)CC2)ccc1Cl | -8% | -2% | 12%
c1ccc(OCC2CCNCC2)nc1 | 0% | 2% | 4%
Oc1cccc2c(CC(O)c3c[nH]c4ccccc34)ccnc12 (stereo unspecified) | ? | / | 11µM*
COc1ccc(Cn2c(=O)oc3ccc(C)cc32)cc1 | -17% | 1% | ?
Cc1nnc(CN(C)C(=O)CC2C(=O)NCCN2Cc2ccccc2C)o1 (stereo unspecified) | 4% | 1% | 9%
Cc1ccc(C)c(NC(=O)c2nnn(Cc3ccc(F)cc3Cl)c2N)c1 | 15µM* | -10% | 6.5µM*
CCN(CC)C(=O)C1CCN(Cc2cccc(OCc3ccccc3)c2)CC1 | -22% | -1% | ?
CC(C)Cc1nnc(NC(=O)c2ccc(N3CCCC3=O)cc2)s1 | ? | 0% | ?
COc1ccccc1C/C(N)=N/OC(=O)COc1cc(C)cc(C)c1C | ? | -5% | -3%
Cc1ccc(-n2cnc3c(=O)[nH]cnc32)cc1 | -6% | / | 9%
O=C(c1ccc(CS(=O)c2cccc(Cl)c2)o1)N1CCN(c2ccccn2)CC1 (stereo unspecified) | ? | -8% | 9.2µM*
Cc1ccnn1CCC(=O)N1CCCC(Nc2ccc(C(C)C)cc2)C1 (stereo unspecified) | 21µM* | / | 16µM*
CCn1c(=O)c2sccc2n2c(CCC(=O)Nc3ccc(C(C)C)cc3)nnc12 | ? | -3% | 23µM*
Cc1ccc(C)c(S(=O)(=O)N2CCCOC2CNC(=O)C(=O)NC2CCCC2)c1 (stereo unspecified) | -19% | -20% | -18%
O=C(CN1C(=O)COc2ccccc21)NCc1ccc(C(=O)O)cc1 | -1% | -2% | -1%
C=CCNc1ncnc2c1cnn2-c1ccc(OC)cc1 | -18% | -4% | 13%
COC(=O)[C@@]1(Cc2ccc(F)cc2)[C@H]2c3cc(C(=O)N(C)C)n(C[C@H](O)CO)c3C[C@H]2CN1C(=O)c1ccccc1 | -6% | 4% | -4%
NC(=O)C1(N2CCCCC2)CCN(C2CC(=O)N(Cc3cccs3)C2=O)CC1 (stereo unspecified) | 17% | -7% | -4%
O=C(NCc1ccncc1)C(=O)N/N=C/c1ccc(OCc2ccccc2)cc1 | 0% | -5% | 7%
CCc1ccc(C(N)=S)cc1 | ? | -3% | ?
Next section:
SMILES | TDP1 cell CPT | GCN5L2 inh | DT40 TDP1 no CPT
COc1ccc(-c2noc(C3CC(=O)N(c4cc(C)cc(C)c4)C3)n2)cc1 (stereo unspecified) | 2% | 1% | 0%
Cc1ccc(S(=O)(=O)N2CCOCC2)cc1NC(=O)CSc1nnnn1C1CC1 | -19% | / | 0%
O=C(NN1C(=O)C2C3CCC(O3)C2C1=O)c1ccc(Br)o1 (stereo unspecified) | 0% | -6% | 16%
CCSc1nnc(-c2ccncc2)o1 | 1% | -5% | -2%
O=C(NC(=S)NNC(=O)c1ccccc1O)c1cccs1 | 23µM* | -7% | 26µM*
COc1cc(/C=N/NC(=O)CCN2CCN(C(c3ccccc3)c3ccccc3)CC2)ccc1O | 13µM* | -6% | 12µM*
COc1cc(OC)cc(-c2noc(-c3csc([C@@H]4O[C@H](CO)[C@H](O)[C@H](O)[C@H]4O)n3)n2)c1 | 0% | / | -10%
CCN1C(=O)[C@H]2[C@@H](c3ccc(-c4ccc(C(C)=O)cc4)cc3)N[C@@](Cc3ccccc3)(C(=O)OC)[C@H]2C1=O | 13µM* | -21% | ?
CC(=O)N/N=C\c1ccccc1OC/C=C/c1ccccc1 | 16µM* | 0% | ?
CCOc1cc(Br)c(CC(=O)O)cc1OCC | -2% | 2% | 3%
COc1cc(C(=O)Nc2ccncc2)c([N+](=O)[O-])cc1OC | -1% | 0% | -10%
O=C1CCc2cc(NS(=O)(=O)c3ccc(F)cc3)cc3c2N1CCC3 | ? | 2% | ?
N#C/C(=C\N1CCN(Cc2ccc3c(c2)OCO3)CC1)c1nc2ccccc2s1 | ? | -12% | ?
Cc1cc2cc(CNC(=O)Cc3cccs3)ccc2n1C | 8.2µM* | -6% | ?
S=C(NCc1ccco1)Nc1cc(Cl)c(Cl)cc1Cl | ? | 2% | ?
Cc1ccc(C2=NOC(C)(c3nnc(Cc4ccccc4)o3)C2)cc1 (stereo unspecified) | 3% | / | 1%
O=C(CCn1nc(-c2ccccc2)ccc1=O)N1CCCC1 | 15% | -1% | -7%
COC(=O)c1ccc(NC(=O)CNS(=O)(=O)c2cccs2)cc1 | -29% | -8% | -5%

In the list so far, these have a CF3 group.
SMILES | TDP1 cell CPT | GCN5L2 inh | DT40 TDP1 no CPT
C[C@H](CO)N1C[C@H](C)[C@@H](CN(C)S(=O)(=O)c2ccc(F)cc2)Oc2c(NC(=O)Nc3ccc(C(F)(F)F)cc3)cccc2C1=O | ? | -12% | ?
CC12CCC(=O)N1C(C(=O)Nc1cc(C(F)(F)F)ccc1N1CCOCC1)CS2 (stereo unspecified) | ? | -4% | -29%

High-throughput results (PubChem BioAssay)
